Compound activity from PubChem BioAssay.
S1P4 antagonist: human S1P4 receptor antagonism; O95977; S1P4-expressing cells, antagonist mode, reporter read-out; inhibition, % at 4.98 µM; hit rate 0.26% among 220,000; in the data active = inhibition above about 29%;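 also: 0% = wells stimulated with agonist and 100% = vehicle wells without agonist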
PERK inh: human PERK inhibition, primary cell-based screen | Q9NZJ5 | CHO PERK-DD fusion, SEAP luminescence translation reporter | inhibition, % at 5.6 µM | hit rate 0.17% among 220,000 | AID 1416;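 active = inhibition above the mean inhibition of all tested compounds plus 3 SD, set separately per screening campaign, cut at about 2.9% in these data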;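 also: PERK kinase domain activated by AP20187 dimerizer at 100 nM; 0% = DMSO with dimerizer and 100% = rapamycin at 8.4 µM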
Wee1 stabilizer: inhibitors of human Wee1 degradation; HeLa Luc-Wee1K328M stability, luciferase luminescence; 100% = proteasome inhibitor MG132 effect; hit rate 1.2% among 220,000; reporter increase, % at 5 µM; P30291;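 active = activation above the mean of all tested compounds plus 3 SD, set per screening run, cut at about 8.8% in these data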;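 also: cells exposed to compound for 20 h before luminescence read; 0% = DMSO alone and 100% = MG132 at 30 µM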
BaF3 tox: counter-screen for JAK2V617F inhibitors: parental Ba/F3 viability inhibitors; AID 1486; hit rate 1.1% among 220,000; CellTiter-Glo ATP luminescence; inhibition, % at 5.6 µM;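 active = inhibition above a per-campaign cutoff, the mean inhibition of all tested compounds plus 3 SD, cut at about 27% in these data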;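 also: 0% = DMSO wells and 100% = JAK Inhibitor I control wells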
Ba/F3 V617F tox: loss of viability in JAK2V617F-driven Ba/F3 cells; Ba/F3 EpoR-JAK2V617F viability, ATP luminescence; inhibition, % at 5.6 µM; hit rate 1.1% among 220,000; AID 1446;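 active = inhibition above the campaign mean plus 3 SD over all tested compounds, cut at about 24% in these data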;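 also: cytokine-independent growth of Ba/F3 cells driven by EpoR plus mutant JAK2; 0% = DMSO-treated cells and 100% = JAK inhibitor I control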
NPY-Y2 PAM-ag: potentiates or activates human NPY-Y2 receptor | hit rate 0.45% among 220,000 | AID 1359 | cells expressing NPY-Y2, potentiator/agonist read-out | activation, % at 3.6 µM | P49146; in the data active = activation above about 27%;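 also: cells stimulated with NPY near EC25 plus isoproterenol at EC100; 0% = vehicle plus submaximal agonist and 100% = vehicle plus saturating agonist; some results beyond the cut were filed as inactive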
Target sequence (P49146 whole entry, looked up): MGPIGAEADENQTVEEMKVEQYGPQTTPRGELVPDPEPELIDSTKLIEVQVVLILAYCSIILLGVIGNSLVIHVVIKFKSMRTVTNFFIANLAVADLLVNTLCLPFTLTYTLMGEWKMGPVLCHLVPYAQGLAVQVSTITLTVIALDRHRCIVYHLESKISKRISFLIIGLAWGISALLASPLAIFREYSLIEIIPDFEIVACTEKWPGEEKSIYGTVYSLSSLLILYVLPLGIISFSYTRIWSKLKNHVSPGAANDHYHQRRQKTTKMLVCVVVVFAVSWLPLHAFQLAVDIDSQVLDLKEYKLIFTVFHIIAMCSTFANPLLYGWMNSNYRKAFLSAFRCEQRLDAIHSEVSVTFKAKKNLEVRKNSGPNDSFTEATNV
S1P4 ag: agonists of human S1P4 receptor; O95977; S1P4-expressing cell line, agonist reporter assay; activation, % at 4.98 µM; hit rate 0.35% among 220,000; AID 1509; in the data active = activation above about 11%;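 also: 0% = DMSO vehicle and 100% = reference agonist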
MDM2 E3 inh: blocks human Mdm2 ubiquitin ligase activity | cell-based MDM2 ubiquitination luciferase reporter, 2 h; 0 = plate control, 100 = twice control, blank-subtracted | hit rate 0.11% among 210,000 | Q00987 | signal enhancement, % at 5 µM;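 active = signal enhancement of 30% or more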;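 also: luminescence tracks abundance of the self-degrading MDM2-luciferase fusion protein; higher signal means inhibition of MDM2 E3 ligase activity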
Target sequence (Q00987 whole entry, looked up, the tested form may be a part): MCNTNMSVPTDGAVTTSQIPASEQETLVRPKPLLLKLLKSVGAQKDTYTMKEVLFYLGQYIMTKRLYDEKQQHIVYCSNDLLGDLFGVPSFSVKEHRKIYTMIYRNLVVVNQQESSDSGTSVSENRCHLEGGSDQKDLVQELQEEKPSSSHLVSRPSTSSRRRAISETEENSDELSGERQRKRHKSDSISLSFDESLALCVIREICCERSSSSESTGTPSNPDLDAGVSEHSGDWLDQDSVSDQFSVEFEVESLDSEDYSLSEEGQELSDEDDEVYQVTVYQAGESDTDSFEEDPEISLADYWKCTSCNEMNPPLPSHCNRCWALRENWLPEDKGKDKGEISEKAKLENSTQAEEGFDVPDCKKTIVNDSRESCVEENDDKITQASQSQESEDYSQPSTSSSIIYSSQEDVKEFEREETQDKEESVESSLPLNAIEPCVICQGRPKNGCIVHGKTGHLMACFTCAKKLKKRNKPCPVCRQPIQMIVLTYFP
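Test system: stable mammalian line carrying autodegrading MDM2–luciferase fusion reporter; quantity: 2000 cells in each well; times: 4 h cell settling then 2 h compound exposure, 37 °C; detection: luminescence with SteadyLite reagent, 15 min at room temperature; evaluation: percent signal gain over controls, blank-subtracted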
eIF4E 4G PPI: inhibitors of eIF4E and eIF4G interaction in translation initiation; P63073+Q04637; TR-FRET eIF4E-eIF4GI(517-606) binding, 2 h; inhibition, % at 21.7 µM; hit rate 0.37% among 220,000;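 active = inhibition above about 30%, limit read from the data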;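 also: 0% = full FRET control wells and 100% = background wells lacking eIF4GI fragment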
Numbers without * were called inactive; . = no result given; [ ] = dose if it differs, or a comment.

SMILES	S1P4 antagonist	PERK inh	Wee1 stabilizer	BaF3 tox	Ba/F3 V617F tox	NPY-Y2 PAM-ag	S1P4 ag	MDM2 E3 inh	eIF4E 4G PPI
Cc1sc(N/N=C/c2cccnc2)nc1-c1ccc(Cl)cc1	-5	0.5	2	1	-1	12	1.7	-13	-3
CC(C)C(NS(=O)(=O)c1ccc2c(c1)OCCCO2)C(=O)O (stereo not drawn)	-8	0.3	-1	3	-3	3	-0.8	-12	1
O=C(NCC(c1cccs1)N1CCOCC1)c1ccc([N+](=O)[O-])cc1 (stereo not drawn)	11	1.3	2	4	0	13	-1.6	-4	5
CSCCC(C(=O)OC1CCOC1=O)N1C(=O)c2ccccc2C1=O (stereo not drawn)	8	0.4	5	4	0	-1	0.0	-23	1
CC(=O)c1sc(-c2ccc(Cl)cc2)nc1C	3	0.8	2	5	3	-3	0.5	1	1
O=S(=O)(c1ccc(Nc2ccc(-c3ccc4c(c3)OCCO4)nn2)cc1)N1CCCC1	2	-1.3	-1	5	3	3	-2.0	-12	-5
O=C1CN(C(=O)c2ccc(F)c(S(=O)(=O)N3CCOCC3)c2)c2ccccc2N1	-14	0.6	-1	10	1	14	3.1	-8	0
O=C1N=c2ccccc2=C1c1sc(=S)n(CC2CCCO2)c1O (stereo not drawn)	-11	0.8	-4	2	1	5	0.8	-1	2
Cc1nc(NC(=O)c2ccc(OCC(C)C)cc2)sc1Cc1ccc2c(c1)OCO2	0	0.5	-2	0	-2	5	-2.1	-5	1
NC(=O)c1ccc(NC(=O)COC(=O)c2c3c(nc4ccccc24)/C(=C\c2cccs2)CCC3)cc1	-3	-0.7	-2	2	1	0	0.9	1	8
Cc1ccc(C(=O)Nc2nc(=O)n(C(=O)c3ccccc3C)s2)cc1	5	-0.9	1	5	1	-16	3.2	-2	1
Cc1cc(C)n(CCc2nc(-c3ccc(C(C)(C)C)cc3)cs2)n1	6	0.1	-1	8	3	-15	-2.5	-12	-2
CSC(=NC#N)N1CCN(c2c(C)cccc2C)CC1	-8	1.0	3	5	3	-5	-0.7	-12	1
N#Cc1ccc(CSc2ncnc3c2cnn3Cc2ccccc2)cc1	-20	0.4	1	8	2	0	1.5	-4	-9
O=C1CC(Nc2ccc(N3CCOCC3)cc2)C(=O)N1C1CCCCC1 (stereo not drawn)	-2	0.0	-1	-1	-4	13	-4.1	-1	3
COc1cc(/C=C/C(=O)C2C(=O)C=C(C)OC2=O)cc(OC)c1O (stereo not drawn)	-8	0.5	0	0	-1	9	0.1	-9	2
Cc1nc([N+](=O)[O-])cn1Cc1cccc([N+](=O)[O-])c1	9	0.8	0	5	-1	-3	0.5	1	3
Cc1cccc(NC(=O)c2sc(Cl)nc2-c2ccccc2)c1	-11	-1.1	-1	4	2	-11	-2.1	-2	-5
O=C(c1ccc([N+](=O)[O-])cc1)N1CCSC1c1cccc(Cl)c1 (stereo not drawn)	-1	0.4	1	-2	-3	2	1.1	-7	4
CSc1nc(Cl)cc(N(CCO)CCO)n1	-14	0.0	0	1	3	4	-2.4	-10	-1
CCOC(=O)c1c(C)n(-c2ccc(C)cc2)c2c(CC(C)=O)c(Br)c(OC)c(O)c12	-4	1.1	6	3	-2	5	-1.2	10	-5
COC(=O)C1=C(O)CSC1=Nc1cccc(C(F)(F)F)c1	4	0.4	-1	3	-1	12	-1.0	10	4[fluorescence artefact?]
CCn1c(CSCc2ccc(Cl)cc2)n[nH]c1=S	-19	-0.7	4	2	0	4	1.3	-5	3
Cn1c(=O)cc(OCCCC(=O)NCCCN2CCN(Cc3ccccc3)CC2)c2ccccc21	-22	-0.8	-2	0	-3	-11	-0.3	-22	0
COC(=O)c1ccccc1NC(=O)CSc1nnc(-c2cccc(NC(C)=O)c2)n1C	-14	0.1	2	2	2	6	2.5	12	2[fluorescence artefact?]
N#C/C(=C\c1ccc(F)c(F)c1)C(=O)NC1CCCCC1	-11	-0.1	7	-1	-3	-10	-2.5	-13	-3
C/C(=N\Nc1ncc(Cl)cc1Cl)c1ccc(N2CCOCC2)cc1	5	2.4	-2	3	-2	0	-0.3	-20	1
CCOc1ccc(NC(=S)NCCCN2CCOCC2)cc1	-6	1.2	-1	4	0	-2	0.1	34*	5
CCCCC/C(=N\NC(=O)Nc1ccccc1)c1ccccc1	-14	0.1	9.2*	3	1	-4	2.7	-16	3
Cc1nc(N2CCOCC2)c2oc3ccccc3c2n1	-7	-1.1	-1	3	0	1	0.3	-2	1[fluorescence artefact?]
Cn1c(=O)c2cc(S(=O)(=O)NCCC(=O)NCCc3ccc(Cl)cc3)ccc2n(C)c1=O	-6	-0.9	-3	4	-2	-7	0.9	-12	2
COc1ccccc1CNC(=O)COC(=O)Cc1ccc(Cl)cc1	-2	0.8	2	2	-5	10	0.9	-15	3
N#Cc1c2ccccc2nc2ccccc12	-5	0.3	4	-1	1	-3	0.3	-15	-5
COc1ccccc1N1CCN(C(=S)Nc2ccc3nc(N4CCOCC4)cc(C)c3c2)CC1	-12	-0.9	7	7	2	6	4.3	-15	4
Cc1cccc2cc(CN(Cc3ccccc3)C(=O)c3cccc(F)c3)c(Cl)nc12	1	-0.6	-3	4	-3	-17	0.5	-3	.
CCOC(=O)NCN1C(=O)C2C3C=CC(C3)C2C1=O (stereo not drawn)	-2	0.8	-4	2	2	0	-0.5	-29	4[fluorescence artefact?]
Clc1ccc(-c2nnc(CSc3nnc(-c4cccs4)n3Cc3ccccc3)o2)cc1	-14	-1.0	-3	3	-2	19	2.2	-19	4
c1ccc(-c2ccc(SCc3cccnc3)nn2)nc1	4	0.5	2	7	2	3	0.3	15	-1
COc1cc(/C=N/NC(=O)c2ccc3nc[nH]c3c2)cc(OC)c1OC	-7	1.9	4	-2	-1	15	-0.3	-8	2
Cc1cc(OCC(=O)N(C)C2CCCCC2)ccc1Cl	-9	1.3	1	5	-2	3	-0.6	-27	2
Cc1ccc(S(=O)(=O)/C=C/c2ccccc2)cc1	-10	2.0	0	6	2	-12	0.8	-7	1
CC(Sc1nnnn1-c1ccc(O)cc1)c1nc2ccccc2c(=O)[nH]1 (stereo not drawn)	-8	1.5	-2	0	0	-29	0.3	-8	-2
O=C(NC(Cc1ccccc1)c1nc2ccccc2[nH]1)c1ccc(Cl)c([N+](=O)[O-])c1 (stereo not drawn)	-14	0.1	2	3	-1	40*	0.9	-14	-8
COc1ccc(/C=C2/N=C3CCCCCN3C2=O)cc1OC	-25	0.0	2	2	-2	-3	-3.6	19	-4[fluorescence artefact?]
O=S(=O)(NC1CCCc2ccccc21)c1cnc[nH]1 (stereo not drawn)	-10	0.2	1	1	1	8	-0.1	-21	3
CCc1c(C(=O)NC2CCCC2)csc1C	-3	0.0	-2	4	-4	-7	0.6	-8	-3
Cn1c(N)c(C(=O)COC(=O)C2(c3cccc(F)c3)CCCC2)c(=O)n(C)c1=O	-3	-0.3	-2	5	0	-8	2.5	-1	-3
Cc1ccc(N(C(C)C(=O)N2CCC(C)CC2)S(C)(=O)=O)cc1C (stereo not drawn)	-21	0.4	1	2	-3	13	-2.6	-17	-11
O=C(N/N=C\CCc1ccccc1)c1ccco1	4	0.7	5	-3	-2	-12	-1.2	-10	-2[fluorescence artefact?]
O=C(N/N=C/c1cccc(O)c1)c1cc(-c2ccc3c(c2)OCO3)n[nH]1	-9	0.2	-2	11	1	-10	1.0	9	-3
CCOc1cc(-c2noc(-c3cccnc3)n2)ccc1OC	2	-0.1	-1	7	-5	-9	-0.5	-18	-14
CCCN(CCC)CCCNC(=O)CS(=O)Cc1nc(-c2ccc(OC)c(OC)c2)oc1C (stereo not drawn)	-7	-0.2	0	4	4	5	0.6	17	3
Cc1cc(NC(=O)COC(=O)CNS(=O)(=O)c2ccc(C)c(C)c2)no1	-11	1.1	1	9	-1	-4	0.7	-12	0
COC(=O)c1[nH]c2c(c1C)C(=O)CC(c1cccs1)C2 (stereo not drawn)	-11	-1.1	4	82*	79*	-10	0.4	-1	.
O=C(CN(C(=O)CNC(=O)c1ccco1)c1ccc2c(c1)OCCO2)NC1CCCCC1	-9	0.1	0	8	2	4	-0.8	1	0
Cc1ccc2nc(NCCO)nc(-c3ccccc3)c2c1	-21	-1.5	5	6	4	-5	-2.7	-12	-5
CC1=NC(=O)C(N=Nc2ccccc2C)N1c1ccccc1 (stereo not drawn)	-1	1.2	1	-1	0	-6	1.6	.	.
COc1cccc(CN(CC2CCCO2)S(=O)(=O)c2ccc(S(=O)(=O)NCC3CCCO3)cc2)c1OC (stereo not drawn)	2	-1.7	1	4	3	8	-1.6	0	-5[fluorescence artefact?]
C=CCN1C(=O)/C(=C2/Sc3ccc(OC)cc3N2C)SC1=Nc1ccc(OC)cc1	-2	0.7	-1	5	0	16	-0.4	-5	-4
O=C(c1cc(-c2cccc(O)c2)on1)N1CCOCC1	-6	2.6	2	4	-1	-1	-0.2	-26	3
New compounds follow.
SMILES	S1P4 antagonist	PERK inh	Wee1 stabilizer	BaF3 tox	Ba/F3 V617F tox	NPY-Y2 PAM-ag	S1P4 ag	MDM2 E3 inh	eIF4E 4G PPI
N#Cc1c(N2CCOCC2)nc(N)c2c(N)nc3c(c12)CC(CCl)O3 (stereo not drawn)	2	0.3	2	1	-3	9	-2.3	-11	-4
Cc1cc(Cl)ccc1OCC(=O)N1CCN(c2ncccn2)CC1	7	0.1	0	6	-2	-9	0.0	-12	4
CCc1ccc(N2CC(C(=O)Nc3nccs3)CC2=O)cc1 (stereo not drawn)	4	0.5	-1	8	1	6	0.8	-14	0
O=C(Nc1ccc(Cl)c(S(=O)(=O)Nc2ccccc2Cl)c1)c1cccs1	-6	0.3	1	3	0	22	0.1	5	-1[fluorescence artefact?]
COc1ccc(Cn2nnnc2CN2CCC(O)(c3ccc(F)cc3)CC2)cc1	1	-0.3	2	5	4	-11	0.2	-8	-1
CCCCCCC1NC(C(=O)O)CS1 (stereo not drawn)	-19	-0.9	2	-1	-3	0	-1.7	-10	.
COCCNC(=O)c1cc(C(=O)CC(C)C)c[nH]1	-3	-0.3	-1	1	4	-4	-1.0	-15	2
COc1ccc(C(=O)NC(Cc2ccc(OC(=O)c3ccc(OC)cc3)cc2)C(=O)O)cc1 (stereo not drawn)	2	0.1	-3	7	-3	-29	0.7	-5	-1
COCCNC(=O)c1cn(Cc2c(F)cccc2Cl)nn1	3	0.2	2	1	-3	-5	0.3	12	-1
Cc1nnc(SCCCn2c(N3CCN(c4ccccc4)CC3)nc3c2c(=O)[nH]c(=O)n3C)s1	6	-1.4	-2	5	4	-12	-0.7	-11	4
Clc1ccc(-c2ccc(SCc3ccccn3)nn2)cc1	15	-1.1	10*	3	1	3	1.7	6	-3

Molecules above that contain a COOH group (3):
SMILES	S1P4 antagonist	PERK inh	Wee1 stabilizer	BaF3 tox	Ba/F3 V617F tox	NPY-Y2 PAM-ag	S1P4 ag	MDM2 E3 inh	eIF4E 4G PPI
CC(C)C(NS(=O)(=O)c1ccc2c(c1)OCCCO2)C(=O)O (stereo not drawn)	-8	0.3	-1	3	-3	3	-0.8	-12	1
CCCCCCC1NC(C(=O)O)CS1 (stereo not drawn)	-19	-0.9	2	-1	-3	0	-1.7	-10	.
COc1ccc(C(=O)NC(Cc2ccc(OC(=O)c3ccc(OC)cc3)cc2)C(=O)O)cc1 (stereo not drawn)	2	0.1	-3	7	-3	-29	0.7	-5	-1
